# Screening data (PubChem BioAssay)
# S100A4 inh HTS – inhibitors of S100A4-myosin IIA peptide binding, primary screen, biochemical, fluorescence polarization, TAMRA-MyoIIA peptide | AID 652163, 2013 | Protein S100-A4 (Homo sapiens), P26447 | inhibition, % at 10.7 µM | 360,000 tested, 0.14% active;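 active means mean inhibition of at least 70% across replicates, with every replicate also reaching that level; inconclusive means mean inhibition reaches 70% but some replicates fall short; inactive means mean inhibition below 70%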
# Target sequence (P26447 whole entry, looked up): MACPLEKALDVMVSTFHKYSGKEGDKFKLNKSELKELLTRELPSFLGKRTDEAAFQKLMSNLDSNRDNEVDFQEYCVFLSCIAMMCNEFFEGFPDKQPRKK
#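 Material: S100A4 monomer (human). Medium: Calcium-containing HEPES buffer, pH 7.2. Probe or stimulus: labelled myosin peptide probe, 5 nM. Compound dosing: one concentration per compound. Timing: polarization read 5 min after assay mix addition, stable 5–60 min. Benchmarks: DMSO as neutral control, TFP as positive control.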
# SIRT5 block – SIRT5 desuccinylase inhibitors, primary screen, biochemical, fluorescence imaging, single point, set 5; NAD-dependent protein deacylase sirtuin-5, mitochondrial (Homo sapiens), Q9NXA8; Purified SirT5, succinyl-peptide AMC, trypsin-coupled fluorescence; inhibition, % at 15 µM; 330,000 tested, 1.1% active; AID 652115, 2013; in the data active means inhibition above about 15%; inconclusive means no clear call, values can overlap the other calls
# Target sequence (Q9NXA8 whole entry, looked up): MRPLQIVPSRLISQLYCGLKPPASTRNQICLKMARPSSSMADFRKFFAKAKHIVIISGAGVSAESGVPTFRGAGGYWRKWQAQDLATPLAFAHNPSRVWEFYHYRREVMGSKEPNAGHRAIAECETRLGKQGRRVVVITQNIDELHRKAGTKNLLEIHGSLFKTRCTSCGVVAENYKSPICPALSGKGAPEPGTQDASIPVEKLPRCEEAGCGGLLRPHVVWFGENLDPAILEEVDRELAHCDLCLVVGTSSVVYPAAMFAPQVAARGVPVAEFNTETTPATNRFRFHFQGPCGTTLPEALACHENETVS
# DENV2 CPE rescue – inhibitors of DENV2 cytopathic effect, primary screen, cell-based, plate reader, single concentration; DENV2-infected cells, cytopathic effect rescue; CPE inhibition, % at 9.99 µM; 350,000 tested, 1.7% active; AID 651640, 2012; in the data active means CPE inhibition above about 20%, passing the limit was not always enough; inconclusive means no clear call, values can overlap the other calls; tested in BHK-21 cells;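 further: 0% = median of neutral control wells and 100% = median of positive control wells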
# ERp5 block – inhibitors of ERp5-driven insulin aggregation, primary screen, biochemical, turbidity, absorbance 650 nm, single point; 90 min; inhibition, % at 9.99 µM; 350,000 tested, 0.05% active; AID 651711, 2012;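 active means mean replicate inhibition above about 25%, with every replicate also reaching it, limit read from the data, passing the limit was not always enough; inconclusive means only one of those two criteria met; inactive means neither criterion met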
# Target sequence (Q15084 whole entry, looked up): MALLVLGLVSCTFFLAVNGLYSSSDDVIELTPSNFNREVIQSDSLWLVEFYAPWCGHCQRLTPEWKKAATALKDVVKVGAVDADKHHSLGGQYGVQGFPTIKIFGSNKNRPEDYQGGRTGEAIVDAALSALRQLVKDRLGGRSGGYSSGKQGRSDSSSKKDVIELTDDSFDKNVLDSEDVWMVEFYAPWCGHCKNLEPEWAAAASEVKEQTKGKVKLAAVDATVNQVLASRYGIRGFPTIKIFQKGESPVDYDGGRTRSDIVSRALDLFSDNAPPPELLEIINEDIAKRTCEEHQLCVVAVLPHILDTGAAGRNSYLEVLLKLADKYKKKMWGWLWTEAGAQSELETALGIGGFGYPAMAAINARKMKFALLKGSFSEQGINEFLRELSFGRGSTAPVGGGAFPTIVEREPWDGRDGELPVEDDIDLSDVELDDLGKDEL
# PglD DTNB – C. jejuni PglD acetyltransferase inhibitors, primary screen, biochemical, DTNB colorimetric, single point. 360,000 tested, 0.098% active. purified PglD enzyme, DTNB colorimetric CoA detection. AID 602405, 2012. inhibition, % at 12.5 µM. UDP-N-acetylbacillosamine N-acetyltransferase PglD (Campylobacter jejuni); in the data active means inhibition above about 16%, passing the limit was not always enough; inconclusive means no clear call, values can overlap the other calls; further: strong numbers were not always called active
# C2C12 statin – suppressors of statin myotoxicity in C2C12 myotubes, primary screen, cell-based, single point, plate reader; rescue of ATP level, % at 7.49 µM; 330,000 tested, 0.78% active; C2C12 myotubes + simvastatin, ATP luminescence, 48 h; scaled: DMSO 0, geranylgeraniol control 100; AID 602340, 2012;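 active means mean ATP rescue above about 67%, or every replicate alone reaching that limit, limit read from the data, passing the limit was not always enough; inconclusive means no clear call, values can overlap the other calls; inactive means mean under the limit and some replicate under it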;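 further: myotubes were challenged with 10 µM simvastatin during compound exposure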
# E-selectin induc – E-selectin induction in HUVECs, primary screen, imaging, HUVEC, immunofluorescence imaging, single point; normalized: neutral wells 0, TNF-alpha wells 100; AID 686992, 2013; 260,000 tested, 0.37% active; activation, % at 7.58 µM;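 active means mean E-selectin-positive cell signal at least 10% of the positive control, reached in at least 60% of replicates, without over 20% cell loss; inconclusive means no rule given, readout overlaps actives, possibly toxicity-flagged; inactive means the rest, including those meeting only one limit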;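 further: in these data hits start at about 27%; measured in HUVEC primary endothelial cells; signal is the percent of cells scored E-selectin positive by PE staining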
#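 Material: HUVEC primary endothelial cells; Amount: 3,000 cells per well; Dosing: single concentration; Medium: EGM-2 growth medium on 0.1% gelatin-coated wells; Read-out basis: percent E-selectin-positive cells; Signal: immunofluorescence imaging; Control set: TNF-alpha, DMSO.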
# * = called active by the depositor; ? = inconclusive; . = not tested or not shown; & = joins results of further samples.
SMILES,S100A4 inh HTS,SIRT5 block,DENV2 CPE rescue,ERp5 block,PglD DTNB,C2C12 statin,E-selectin induc
C[C@H]1CN([C@@H](C)CO)C(=O)c2cccc(NS(C)(=O)=O)c2O[C@H]1CN(C)CC1CCCCC1,2,-5,.,3,4,-8,1.1
CC[C@]12c3[nH]c4ccc(Cl)cc4c3CCN1C(=O)[C@@H](CC(=O)NCC13CC4CC(CC(C4)C1)C3)C[C@@H]2C(=O)N1CCN(C(=O)C2CC2)CC1,-5,0,3,4,0,-14,0.3
CC1(C)CC(=O)C(C(=O)/C=C/c2ccco2)C(=O)C1,1,-4,2,2,.,.,2.5
C[C@@H]1CCCCO[C@H](CN(C)Cc2ccc(C(F)(F)F)cc2)[C@@H](C)CN([C@@H](C)CO)C(=O)c2cc(NC(=O)Nc3ccc(F)cc3)ccc2O1,1,9,4,0,10,.,.
COc1ccc(/C=C2/SC(=S)NC2=O)cc1OCc1ccccc1,6,4,-1,7,-4,9,.
NC(=O)c1ccc(N2CCCC2)nc1,-2,7,-2,5,6,3,-0.1
Cc1[nH]c2ccccc2c1-c1csc(NC(=O)CSCCO)n1,-7,-1,.,3,.,-3,7.2
COC(=O)[C@]12CCCCC=C1N(CCC1=CCCCC1)C(=O)[C@H](CC(=O)N1CCOCC1)C2,-13,3,-7,12,.,.,0.0
CO[C@@H]1CN(C)C(=O)c2ccc(NS(=O)(=O)c3ccc(F)cc3)cc2OC[C@@H](C)N(C(=O)NC(C)C)C[C@H]1C,-3,-1,?,-3,0,16,-0.1
CCN(Cc1ccccc1)C(=O)C(C)OC(=O)c1cc(S(=O)(=O)Nc2c(C)n(C)n(-c3ccccc3)c2=O)ccc1C (stereo not given),1,1,.,-3,.,.,.
COc1cc(CN2CC3(CN(C)C3)c3c([nH]c4cc(OC)ccc34)[C@@H]2CO)cc(OC)c1,6,.,7,-4,.,.,-0.4
COc1ccccc1N(CC(=O)NCCSCc1ccccc1)S(C)(=O)=O,-4,-3,1,0,-1,-4,6.3
Cc1cc(NC(=O)C(C)Sc2nc(-c3ccccc3)cc(=O)[nH]2)no1 (stereo not given),-11,.,-2,-1,-1,11,-0.1
COc1ccc(CNC(=O)C/C(C)=N/NC(=O)c2cnccn2)cc1,-1,-3,-3,-4,.,.,0.9
O=C(c1ccc(F)c(F)c1)N1CCCc2ccccc21,7,-1,2,-1,-2,-2,-0.2
CCC(C)NC(=O)CSc1ccc(S(=O)(=O)N2CCN(Cc3ccccc3)CC2)cn1 (stereo not given),0,0,0,0,6,6,-0.8
CC1=CCC[C@@H]2[C@]3(CC/C(=C/CO)CO)CO[C@@]2(C1)[C@@H](O)C[C@H]3C,-4,0,-4,0,-5,-1,.
O=C(CCc1ccccc1)N1CCN(c2ccc([N+](=O)[O-])cc2)CC1,-2,6,.,0,.,.,.
C[C@H]1CN([C@@H](C)CO)C(=O)Cc2cc(NS(=O)(=O)c3ccccc3)ccc2O[C@@H]1CN(C)CC1CCCCC1,2,5,0,-5,1,24,0.0
COc1ccccc1C1CCN(C(=S)Nc2ccc(Br)cc2)CC1,0,-9,-1,-3,-2,8,3.9
C[C@@H]1CCCCO[C@@H](CN(C)C(=O)Nc2ccc(F)cc2)[C@H](C)CN([C@H](C)CO)C(=O)c2cc(NS(=O)(=O)c3cccs3)ccc2O1,-11,7,-12,-2,1,.,-0.2
CC1(C(=O)NC2CCCCC2)CCC(=O)N1CC(F)(F)F (stereo not given),-2,-2,-7,-6,0,-2,0.0
CCOC(=O)c1cn[nH]c1NC(=S)Nc1ccc(Cl)cc1,-1,-1,-8,1,9,11,-0.1
Cc1c(N2C(=O)CSC2c2ccc([N+](=O)[O-])cc2)c(=O)n(-c2ccccc2)n1C (stereo not given),-4,1,-2,6,-1,.,0.0
C[C@@H]1CN([C@@H](C)CO)C(=O)c2cc(NS(C)(=O)=O)ccc2O[C@H]1CN(C)Cc1ccc(Cl)c(Cl)c1,6,-3,-11,1,-1,-12,-2.4
COc1ccc(C(C)(C)C)cc1NC(=O)COC(=O)CSCc1c(C)noc1C,-2,-2,.,1,-10,-22,-0.1
COc1ccccc1/C=C1\SC(=S)N(N2C(=O)CCCC2=O)C1=O,4,1,3,3,2,-1,.
O=C(N[C@H]1CC[C@@H](CCNS(=O)(=O)Cc2ccccc2)O[C@@H]1CO)c1cnccn1,-2,-4,-2,-7,17,-2,0.0
CCS(=O)(=O)c1nc(S(=O)(=O)c2ccc(Cl)cc2)c(N2CCN(CCO)CC2)s1,17,1,0,4,-2,15,?
Cc1ccc(CC2CC(=O)N(c3cc(C)ccc3C)C2=O)cc1 (stereo not given),2,1,1,-2,0,9,.
C[C@H]1CN([C@@H](C)CO)S(=O)(=O)c2ccc(C#CC3CC3)cc2O[C@@H]1CN(C)Cc1ccccc1,-3,-2,8,-8,1,-43,-0.3
OCCNCc1c(OCc2ccc(Cl)cc2)ccc2ccccc12,-2,-4,?,-1,1,-13,0.4
COc1cccc(-c2cc(C(=O)N3N=C(C)CC3(O)C(F)F)c3ccccc3n2)c1 (stereo not given),-4,-4,.,3,.,.,.
O=C(C[C@@H]1CC[C@H]2[C@@H](COC[C@@H](O)CN2S(=O)(=O)c2ccc(F)cc2)O1)NCC1CC1,4,-7,1,-2,-2,7,0.0
COc1ccc(/C=C(\NC(=O)c2ccccc2)C(=O)OC[C@@H]2CCC[N+]3(C)CCCCC23)cc1OC (stereo not given in full),-7,2,-5,2,-2,5,1.4
CO[C@H]1CN(C)C(=O)c2ccc(NC(=O)C3CCCCC3)cc2OC[C@H](C)N(C)C[C@H]1C,-2,-2,4,0,2,-4,0.0
O=C(CCc1ccccc1)NNC(=O)Cc1ccccc1,-3,-2,8,-2,.,6,.
CC(C)CC#Cc1cnc2c(c1)C(=O)N([C@H](C)CO)C[C@@H](C)[C@H](CN(C)Cc1ccccc1F)O2,15,3,7,4,1,35,0.0
CCOC(=O)C1CCN(C(=O)Cn2cnc3sc(C)c(S(=O)(=O)N4CCC(C)CC4)c3c2=O)CC1,-5,2,0,1,3,10,.
C[C@@H]1CCCCO[C@@H](CN(C)C(=O)Nc2ccc3c(c2)OCO3)[C@H](C)CN([C@H](C)CO)C(=O)c2cc(NS(=O)(=O)c3cccs3)ccc2O1,-8,0,-1,-17,-2,-3,0.0
Cc1noc(C)c1C(=O)Nc1nc(-c2cccs2)cs1,10,-1,10,-2,3,-11,.
COc1cccc(S(=O)(=O)N[C@H]2CC[C@@H](CCNC(=O)Nc3cc(F)ccc3F)O[C@@H]2CO)c1,1,1,-1,-9,-3,0,-0.2
Cc1ccc2c(c1)N(Cc1ccccc1)C(=O)C(C)O2 (stereo not given),-3,.,-6,0,1,2,-0.1
Cc1cc(O)ccc1-c1cc(C(=O)NCc2cc(C(F)(F)F)cc(C(F)(F)F)c2)[nH]n1,-9,3,-10,2,-4,-1,5.3
C[C@@H]1CN([C@H](C)CO)C(=O)c2cccc(NC(=O)c3cnccn3)c2O[C@@H]1CN(C)S(=O)(=O)c1cccs1,58,-4,?,-2,-3,.,-0.1
CCC(=O)Nc1ccc2c(c1)OC[C@H](C)N(Cc1ccccc1F)C[C@H](C)[C@H](OC)CN(C)C2=O,-3,0,-2,0,-2,18,0.0
CCC(=O)N(C)C[C@@H]1Oc2ncc(C#CC3(O)CCCC3)cc2C(=O)N([C@@H](C)CO)C[C@@H]1C,10,0,-5,-3,-1,-14,0.0
CCC(=O)N1[C@H](C(=O)NC2CCCC2)[C@@H](CO)[C@@H]2Cn3c(ccc(C4=CCCC4)c3=O)[C@@H]21,5,2,9,2,-3,-24,-0.1
COc1cccc(NC(=O)COC(=O)c2c(C)noc2C)c1,-2,-1,-6,.,1,1,-1.8
CC1C(=O)NN=C1C(=O)N/N=C/c1ccco1 (stereo not given),-15,1,0,-2,.,-4,.
O=C(CSc1nnc(-c2ccc(F)cc2)n1-c1ccccc1)NCCN1C(=O)CSC1=O,35,-4,.,-1,-1,6,-0.6
CC(C)S(=O)(=O)C1=NSC2=NC(=O)/C(=C\c3ccc(OC(=O)c4ccco4)cc3)C(=N)N21,12,7,-2,4,3,23,.
O=C1C(Cl)=C(N2CCOCC2)C(=O)N1c1ccc(Br)cc1,-7,-3,6,3,0,2,0.3
CCC(=O)NC(c1ccc(OC)c(OC)c1)c1cc(Cl)c2cccnc2c1O (stereo not given),-7,-1,-3,6,.,.,0.1
CN(Cc1ccccc1)C1CCCN(C(=O)c2ccc(Cl)s2)C1 (stereo not given),-4,0,3,-4,-2,-8,-1.7
CCCNC(=O)N1CC2(CCN(S(=O)(=O)c3ccc(OC)cc3)CC2)c2c(n(C)c3cc(OC)ccc23)[C@@H]1CO,4,-5,-8,-2,.,.,-0.6
Cn1c(-c2ccccn2)[n+](C)c2ccccc21,-3,-9,2,11,0,10,.
CC(=C/c1ccc(C(C)C)cc1)/C=N/NC(=O)Cn1nc(C)cc1C,1,2,-4,2,.,21,.
COc1ccc(CCC(=O)OCC(=O)Nc2sccc2C#N)cc1,-3,4,2,3,3,11,-0.3
O=c1[nH]c(CSc2nnc(-c3ccncc3)n2Cc2ccco2)nc2ccccc12,-1,-3,.,1,4,4,.
# Carrying on.
SMILES,S100A4 inh HTS,SIRT5 block,DENV2 CPE rescue,ERp5 block,PglD DTNB,C2C12 statin,E-selectin induc
Cc1ccc(-c2nnc(Nc3ccc4c(c3)OCO4)c3ccccc23)cc1S(=O)(=O)NCCO,3,2,2,4,7,.,-0.9
CCCC#Cc1ccc(CC[C@H]2O[C@H]3CC[C@@H](CO)O[C@H]3C[C@H]2NS(=O)(=O)c2ccccc2)cc1,3,20*,10,-3,.,.,.
CCC(=O)N1CC2(C1)CN(Cc1cccc(F)c1)[C@@H](CO)c1c2c2ccc(OC)cc2n1C,-1,4,0,.,.,.,-0.3
CCOc1c(Br)cc(/C=C(\C#N)C(=O)NC2CC2)cc1OC,2,-1,-6,3,1,5,-0.2
Cc1cc(O)cc(=O)n1-c1cc(C(F)(F)F)cc(C(F)(F)F)c1,-3,.,7,2,.,.,0.0
O=[N+]([O-])c1ccc(C(=S)N2CCN(c3ccc(F)cc3)CC2)cc1,-2,-1,1,3,.,.,.
C[C@H]1CN([C@@H](C)CO)C(=O)CCCn2cc(nn2)CO[C@@H]1CN(C)C(=O)CCC(F)(F)F,1&12&19,-3&0&4,6&3&8,6&-10&10,-2&3&-2,-2&-6&-2,0.1&0.4
O=S(=O)(NCC(c1cccs1)N1CCc2ccccc2C1)c1ccccc1 (stereo not given),3,1,-3,-1,.,.,.

# Whole records from above.
# Cc1cc(O)cc(=O)n1-c1cc(C(F)(F)F)cc(C(F)(F)F)c1 in the list: S100A4 inh HTS = -3; SIRT5 block = .; DENV2 CPE rescue = 7; ERp5 block = 2; PglD DTNB = .; C2C12 statin = .; E-selectin induc = 0.0
# O=[N+]([O-])c1ccc(C(=S)N2CCN(c3ccc(F)cc3)CC2)cc1 in the list: S100A4 inh HTS = -2; SIRT5 block = -1; DENV2 CPE rescue = 1; ERp5 block = 3; PglD DTNB = .; C2C12 statin = .; E-selectin induc = .

# Some of the compounds tested (hit frequency here may not be typical).
